B2AR arrestin = beta2AR (human) beta-arrestin recruitment activity; Potency, µM (doses to about 46.1 µM), for the others: top-dose activation, hits mostly activators; 330,000 compounds, 0.02% hits; P07550; beta-arrestin recruitment to beta2AR, cell-based reporter;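 further: potency means the concentration at half of the fitted maximal effect; 0% = DMSO controls and full agonism = EC100 isoproterenol or metaproterenol; nearly all actives have a fitted effect of over 65% in size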
Target sequence (P07550 whole entry, looked up): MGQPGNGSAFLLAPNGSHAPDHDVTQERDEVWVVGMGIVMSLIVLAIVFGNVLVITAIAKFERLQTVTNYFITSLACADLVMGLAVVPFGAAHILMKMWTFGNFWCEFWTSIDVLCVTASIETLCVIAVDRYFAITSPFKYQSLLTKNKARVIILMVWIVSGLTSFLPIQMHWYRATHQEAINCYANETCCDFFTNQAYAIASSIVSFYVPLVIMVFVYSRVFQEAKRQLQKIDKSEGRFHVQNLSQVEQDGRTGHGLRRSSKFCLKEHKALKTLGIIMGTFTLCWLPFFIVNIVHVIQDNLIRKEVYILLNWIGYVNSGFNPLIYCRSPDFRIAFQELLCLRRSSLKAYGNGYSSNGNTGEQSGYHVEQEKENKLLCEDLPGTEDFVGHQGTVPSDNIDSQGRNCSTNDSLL
Giardia kill = kills Giardia lamblia; Giardia lamblia trophozoite viability; activity change, % at 7.66 µM, hits read low; 340,000 compounds, 0.15% hits; AID 540267; in the data active means activity change below about -80%; inconclusive means between about -30% and that limit;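 further: parasites exposed to compound for two days anaerobically before the ATP read; on the % scale 0 is the no-effect control and ±100 the full control effect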
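Trophozoite viability was measured as ATP-dependent luminescence, read 15-30 min after reagent addition. Before that, parasites at 100 cells/well were exposed to compounds for 48 h, anaerobically, at 37 deg C.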
TRPV1 ag = agonists of human vanilloid receptor 1 (TRPV1). Q8NER1. TRPV1-expressing cells, Fluo-8 calcium influx, agonist mode. activation, % at 8.33 µM. 320,000 compounds, 0.19% hits. AID 540275; in the data active means activation above about 80%; inconclusive means between about 30% and that limit; further: 0% is about no effect
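TRPV1-expressing cells were cultured overnight at 35.5C and loaded with Fluo-8 calcium dye for 40 to 90 min at room temperature. After a 10 s baseline, compound was added and calcium influx was read kinetically for 3 min (ex 480/em 520 nm).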
USP2a block = inhibitors of human ubiquitin-specific protease USP2a; AID 463254; USP2 core, Ub-CHOP2 coupled fluorogenic reporter, 485/531; O75604; 330,000 compounds, 0.01% hits; Potency, µM (highest dose often 38.3 µM), for inactives: top-dose activity change, negative = inhibition, actives largely listed as inhibitors;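 further: potency means the concentration at half of the fitted maximal effect; plate controls were DMSO wells for no effect and full inhibition by NEM control for full effect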
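Deubiquitinase activity read as fluorescence (485/531 nm) after Ub-CHOP2 cleavage activates the enterokinase reporter on its substrate; USP2 core 10nM, Ub-CHOP2 and substrate 25nM each, 30min compound preincubation then 60min RT; data normalized to NEM, curves fitted.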
KCNH2 WT inh = blocks the wildtype human KCNH2 potassium channel | Q12809 | U2OS, BacMam KCNH2, thallium flux FluxOr; stronger effect = lower value | activity change, % at 1.84 µM | 340,000 compounds, 0.37% hits;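 active means maximum activity change below -70%; inconclusive means maximum activity change between -70% and -50%; inactive means maximum activity change above -50%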; further: on the % scale 0 is the no-effect control and ±100 the full control effect
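U2OS cells transduced with wild-type KCNH2 virus are loaded with FluxOr dye for 45 min, and thallium flux is measured in kinetic reads before and after stimulation buffer. Rate constants are normalized to DMSO controls.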
KCNH2 3.1 inh = blocks the human KCNH2 3.1 channel isoform; 340,000 compounds, 0.95% hits; U2OS KCNH2 3.1, thallium flux FluxOr; stronger effect = lower value; activity change, % (tested at about 1.8 µM);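 active means maximum activity change below -70%; inconclusive means maximum activity change from -70% to -50%; inactive means maximum activity change above -50%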;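 further: thallium influx rate constant from kinetic fluorescence after stimulation buffer; on the % scale 0 is the no-effect control and ±100 the full control effect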
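Thallium flux via FluxOr fluorescence (Red40 quencher, 45 min loading) in U2OS cells virally expressing the KCNH2 3.1 isoform (1.77 x 10^8 /mL virus, overnight at 37 C). Rate constants from 2-min kinetic reads post-stimulation, normalised to positive and negative controls.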
Menin-MLL TR inh = displaces Texas Red mutant MLL peptide from human menin; 270,000 compounds, 0.23% hits; AID 1768; Potency, µM (series often up to 61.6 µM), inactives show top-dose FP activity change, negative = inhibition, actives largely listed as inhibitors; Menin + Texas Red MLL mutant peptide, fluorescence polarization; active means well fitted inhibition curve with a large enough effect in the polarisation, with a control signal flat, not every such curve was filed as active; inconclusive means small, poorly fitted or top-dose-only effect, or effect the other way, or a change in a side signal; inactive means no such curve, though single readings can be large or run the other way; the % refers to the polarisation; further: potency means the concentration at half of the fitted maximal effect; % of control where 0% means no effect; many of its hits are not listed in these tables
CXXC DNA block = blocks binding of human MLL CXXC domain to DNA | Q03164 | AID 2662 | Potency, µM (top dose mostly 115 µM), without a hit: top-dose activity change, negative = inhibition, usual class: inhibitors | 290,000 compounds, 0.037% hits | MLL-CXXC / FITC-HOXA9 DNA fluorescence polarization; active means well fitted inhibition curve with a large enough effect in the polarisation, with a control signal flat, not every such curve was filed as active; inconclusive means small, poorly fitted or top-dose-only effect, or effect the other way, or a change in a side signal; inactive means no such curve, though single readings can be large or run the other way; the % refers to the polarisation; further: potency means the concentration at half of the fitted maximal effect
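Fluorescence polarization: 7 uM MLL-CXXC (stock) preincubated 5 min with compounds, then 50 nM fluorescein-HOX-A9 DNA (stock) added; 30 min ambient. Buffer 50 mM Tris-HCl pH 7.5, 50 mM NaCl, 1 mM DTT, 0.05% BSA.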
Coupling enz = coupling enzyme interference in Giardia aldolase counter-screen; coupling enzyme system counterscreen, AmpLite Red fluorescence; activity change, negative = inhibition, % at 58.2 µM, hits read low; 290,000 compounds, 0.67% hits; AID 2472; in the data active means activity change below about -30%; further: on the % scale 0 is the no-effect control and ±100 the full control effect
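Compounds tested against the coupling enzymes alone at 57.5 uM final; readout was AmpLite Red fluorescence (525/598 nm) after 20 min at RT.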
PKM2 act = increases activity of human pyruvate kinase M2. purified PKM2, Kinase-Glo ATP luminescence, activation; response scale: 0% is enzyme alone, no compound. Potency, µM (doses to about 57.5 µM), inactives show at the highest dose activation, actives largely listed as activators. 260,000 compounds, 0.34% hits; further: potency means the concentration at half of the fitted maximal effect; on the % scale 0 is the no-effect control and ±100 the full control effect; nearly all actives have a fitted effect of over 55% in size
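Purified hPK-M2 (>95% pure) converted ADP (0.1 mM final) to ATP with 0.5 mM PEP in 50 mM imidazole pH7.2, KCl, MgCl2, Tween 20, BSA; 1 h at room temperature. ATP detected by Kinase-Glo luminescence.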
GALK inh = inhibitors of human galactokinase; Potency, µM (titrated, usually from 57.5 µM), without a hit: top-dose activity change, negative = inhibition, most hits filed as inhibitors; P51570; AID 1868; 270,000 compounds, 0.007% hits; Purified GALK, Kinase-Glo residual ATP luminescence; further: potency means the concentration at half of the fitted maximal effect; on the % scale 0 is the no-effect control and ±100 the full control effect
Target sequence (P51570 whole entry, looked up): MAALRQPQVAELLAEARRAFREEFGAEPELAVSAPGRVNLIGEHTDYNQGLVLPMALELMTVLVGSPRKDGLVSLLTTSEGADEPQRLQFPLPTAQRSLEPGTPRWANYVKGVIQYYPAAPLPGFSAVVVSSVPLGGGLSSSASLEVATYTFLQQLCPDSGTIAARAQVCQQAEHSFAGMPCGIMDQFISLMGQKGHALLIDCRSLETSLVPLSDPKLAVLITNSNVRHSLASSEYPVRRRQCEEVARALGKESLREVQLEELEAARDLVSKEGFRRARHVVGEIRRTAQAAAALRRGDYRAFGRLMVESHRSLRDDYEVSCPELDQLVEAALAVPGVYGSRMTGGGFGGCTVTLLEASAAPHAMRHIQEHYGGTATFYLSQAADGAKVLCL
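Human GALK (5 nM) with 35 uM ATP and 100 uM galactose in 20 mM HEPES pH 8.0, 5 mM MgCl2, 60 mM NaCl, 1 mM DTT, 0.01% BSA. After 1 h at room temperature, leftover ATP was read by Kinase-Glo Plus luminescence.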
* hit, by the source's call; ? = inconclusive; . = not tested or not shown; & = joins results of further samples; [ ] = remark or other dose. Unless noted, the call rests on the fitted dose curve; in most records, active means well fitted curve in the direction sought with a large enough effect; inconclusive means small, poorly fitted or top-dose-only effect, or another doubt; inactive means no such curve, though single readings can be large; an effect the other way counts as inactive or inconclusive. Some of the compounds tested; rates above refer to the full screens.

SMILES | B2AR arrestin | Giardia kill | TRPV1 ag | USP2a block | KCNH2 WT inh | KCNH2 3.1 inh | Menin-MLL TR inh | CXXC DNA block | Coupling enz | PKM2 act | GALK inh
FC(F)(F)c1ccc(Oc2ccc3c(C(F)(F)F)cc(C(F)(F)F)nc3n2)cc1 | 0.5% | 12 | 7 | -1% | -3 | 17 | 1% | -4% | -2 | -4% | 3%
CCN(CC)S(=O)(=O)c1cc(C(=O)O)ccc1Cl | 0.0% | 0 | -2 | 0% | -3 | 13 | -16% | 11% | 20 | -19% | -2%
CCCOc1ccc(N2C(=O)CC(N(CCc3ccc(OC)cc3)C(=O)/C=C/C(=O)O)C2=O)cc1 (stereo not given) | -1.0% | 2 | -3 | 1% | -6 | 5 | 15% | 25% | 10 | 0% | -2%
Cc1cccc(C2c3[nH]c4ccccc4c3CCN2C(=O)c2cc(-c3cccn3C)n[nH]2)n1 (stereo not given) | 0.0% | -3 | -3 | 3% | -1 | -10 | ? | 5% | -3 | 22% | -1%
CCCNc1nc(Cl)nc(Nc2ccc(Cl)cc2)n1 | 0.0% | -19 | 1 | -2% | -2 | -7 | 7% | -1% | -2 | 0% | -1%
Oc1ccc(-n2cnnn2)cc1 | 0.2% | 9 | 5 | 1% | -15 | -6 | -3% | 5% | 0 | -8% | -1%
CCc1nnc(NC(=O)CSc2nc3c(cc2C#N)CCC3)s1 | 0.0% | ? | 3 | 1% | -2 | 11 | -12% | 7% | 2 | ? | -1%
COc1ccc(C(=O)NNC(=O)C(=O)Nc2ccc(C)cc2)cc1 | 3.6% | 8 | 1 | 2% | -50 | 11 | 11% | 30% | -2 | 1% | -3%
CC1(C)CC2CC(C)(CN2C(=O)c2cc(-c3ccc(O)cc3)on2)C1 (stereo not given) | -0.2% | 19 | 11 | -2% | -11 | -39 | 22% | -3% | 1 | -1% | -3%
CCCC(=O)Nc1nnc(S(=O)(=O)N(CC)c2ccc(OC)cc2)s1 | -0.2% | -11 | 1 | -1% | 5 | 0 | 47%[activator] | 5% | 0 | . | 0%
CCOc1ccc(CSCCNC(=S)Nc2ccc(OC)cc2)cc1 | 4.8% | 0 | 22 | -4% | -2 | -34 | . | -2% | -1 | -3% | 2%
Cc1cc(O)c(/C=N/Nc2ccccc2)c(=O)o1 | 0.0% | -7 | 5 | 2% | -2 | 3 | ? | 10% | -2 | -4% | 1%
CCOC(=O)c1ccc(NC(=O)COC(=O)Cc2csc(-c3ccccc3)n2)cc1 | -0.2% | 0 | 12 | 10% | 4 | -8 | 16% | 1% | -2 | 9% | 0%
Cc1ccccc1C(=O)N(CC(=O)Nc1sc(C)c(C)c1C(N)=O)C1CCCC1 | -0.2% | -4 | 18 | 0% | 2 | -22 | ? | 1% | -1 | 2% | 1%
Cc1cc(C(=O)N/N=C/c2ccc([N+](=O)[O-])o2)c(C)o1 | -0.2% | -97* | 0 | 5% | -14 | -92* | . | 3% | -2 | 3% | -1%
FC(F)(F)c1nnc2ccc(N3CCOCC3)nn12 | 0.1% | 10 | -1 | 2% | -6 | -10 | 12% | 1% | 6 | -4% | 1%
CSc1ccc(Cl)c(C(=O)NCCOc2ccccc2)c1 | 6.3% | 1 | . | 0% | 9 | 4 | -8% | 1% | . | 2% | 0%
CC(C)CN1C=C2C(=O)C(C)(OC(=O)CCc3ccccc3)C(=O)C=C2C=C1c1ccc(C#N)cc1 (stereo not given) | 3.4% | 7 | 0 | -3% | -1 | -6 | -22%[11.7 µM] | -6% | -13&-21 | -10%[11.5 µM] | 0%
N#Cc1ccc(S(=O)(=O)NC[C@H]2O[C@@H](n3cnc4c(N)ncnc43)[C@H](O)[C@@H]2O)cc1 | -0.1% | 14 | . | -1% | 18 | 10 | . | . | . | . | .
CC1Cc2cc(S(=O)(=O)N3CCN(C)CC3)ccc2N1C(=O)C1CC1 (stereo not given) | -0.2% | 22 | -4 | 3% | -4 | 11 | -4% | -6% | 0 | . | 6%
CCN(CC)C(=O)C(=O)c1cn(CC(=O)N2CCc3ccccc3C2)c2ccccc12 | -0.1% | 25 | 5 | 2% | -7 | -5 | -9% | -8% | 0 | 7% | 1%
CCOc1ccc(N2CC(=O)N(c3ccc(OCC)cc3)CC2=O)cc1 | 0.1% | 1 | 0 | 1% | -8 | -8 | -22% | -8% | 0 | -4% | 5%
CCOc1ccc(NS(=O)(=O)c2ccc(C(=O)NCC(c3ccccc3OC)N3CCCC3)cc2)cc1 (stereo not given) | 0.1% | 14 | 1 | 1% | 3 | 10 | . | . | . | . | .
COc1ccc(CCNC(=O)CN2C(=O)CSc3ccc(S(=O)(=O)N4CCOCC4)cc32)cc1OC | -0.4% | -8 | 2 | 1% | 0 | -5 | . | 23% | . | . | 1%
O=C(COC(=O)CNC(=O)c1ccc(Cl)cc1Cl)NC1CC1 | -0.8% | 6 | . | 1% | 3 | 15 | . | . | . | . | .
Further results follow:
SMILES | B2AR arrestin | Giardia kill | TRPV1 ag | USP2a block | KCNH2 WT inh | KCNH2 3.1 inh | Menin-MLL TR inh | CXXC DNA block | Coupling enz | PKM2 act | GALK inh
Oc1ccc(-c2n[nH]c(=S)n2-c2ccc3c(c2)OCCO3)c(O)c1 | -0.4% | -8 | 3 | 2% | 6 | 5 | 4% | 13% | -3 | -25% | -1%
COc1cc(Cl)c(C)cc1NC(=O)Cn1c(NCCO)nc2ccccc21 | 0.3% | 22 | -9 | 2% | 17 | 11 | . | -4% | 0 | 6% | -1%
COc1ccc(NC(=O)c2ccc3c(=O)n(-c4ccc(OC)cc4OC)c(=S)[nH]c3c2)c(OC)c1 | 0.3% | -4 | -3 | -2% | -6 | 6 | 0% | -1% | -1 | . | 11%
CC(=O)Nc1ccc(S(=O)(=O)N2CCC(NC(C)=O)(c3cccc(F)c3)CC2)cc1 | -0.1% | -9 | -2 | -1% | 2 | 10 | -4% | -2% | -1 | 7% | 6%
CC(Oc1ccc(Cl)cc1)C(=O)Nc1ncccn1 (stereo not given) | -1.2% | -9 | -3 | 0% | -4 | 6 | 0% | -9% | -1 | -7% | 1%
NC(=O)C1(N2CCCCC2)CCN(S(=O)(=O)c2ccc(Cl)s2)CC1 | -0.5% | -4 | 14 | 2% | -8 | 5 | . | -10% | . | . | 6%
Cc1cccc(OCc2ccc(C(=O)Nc3ccc(F)cc3)cc2)c1 | -0.2% | -8 | ? | -6% | -1 | 20 | -27% | 5% | 2 | -6% | -4%
CCOc1ccc(OCCC(=O)N(CC)CC(=O)NCc2ccc(Cl)cc2)cc1 | 2.9% | 13 | 15 | 0% | 7 | -2 | . | . | . | . | .
CN(C(=O)COc1ncnc2sccc12)c1ccccc1 | -0.3% | 3 | 0 | 2% | 5 | 3 | 4% | 11% | 3 | 1% | -1%
N#CC1=C(N)OC2=C(C(=O)CCC2)C1c1cc2c(cc1Cl)OCO2 (stereo not given) | -0.4% | 4 | 3 | 0% | 5 | 22 | 0% | -2% | -4 | 6% | 3%
O=C1[C@H]2[C@@H](c3ccc(Cl)cc3)N3C(=O)N(c4cccc(Cl)c4)C(=O)[C@@]3(Cc3ccccc3)[C@H]2C(=O)N1C1CCCCC1 | 0.1% | 10 | 0 | 3% | 0 | -6 | . | . | . | . | .
CCn1c(=O)cc(N2CCCCC2)[nH]c1=O | -1.2% | -10 | 0 | 6% | -28 | 15 | 12% | 1% | 0 | -2% | -1%
Cc1cc(C)nc(NC(=O)/C=C/c2cccs2)c1 | 0.3% | -25 | 10 | 0% | 6 | -9 | 15% | 29% | -3 | -9% | -2%
COc1ccc(CCN(C)C(=O)c2ccc(S(=O)(=O)NCc3ccco3)cc2)cc1OC | -0.7% | 2 | 3 | 3% | -7 | 13 | -10% | 0% | 0 | -4% | 1%
O=C(CCCn1c(SCC(=O)c2ccccc2)nc2ccccc2c1=O)NCC1CCCO1 (stereo not given) | -1.0% | 7 | 4 | -1% | 12 | 0 | -4% | 0% | 0 | 1% | -2%
CCOC(=O)CN(Cc1sccc1C)C(=O)Nc1ccc(OC)cc1OC | -0.7% | -10 | -2 | -9% | -3 | -11 | 10% | -13% | 1 | -7% | 1%
Cc1ccc(C)c2[nH]c(=O)c(C(c3nnnn3CCc3ccccc3)N3CCOCC3)cc12 (stereo not given) | -0.2% | 7 | 15 | 0% | -3 | 9 | -12% | -2% | 0 | -1% | 0%
Cn1c(SCC(=O)Nc2ccc3nc(SCC(=O)N4CCCC4)sc3c2)nnc1-c1ccc(N)cc1 | -0.3% | 1 | -3 | 1% | 2 | 5 | -2% | 13% | 0 | -3% | -2%
Cc1cc(NC(=O)NCc2ccccc2)c(=O)n(Cc2ccc(F)cc2)c1 | -0.4% | -11 | 20 | 1% | -2 | 1 | 16% | 42%[activator] | -19 | -2% | 4%

From PubChem
